PAX8 reporter: inhibitors of PAX8 transcriptional activity in RMG-I cells; inhibition, % at 12.6 µM; actives 1.2% (n = 360,000); RMG-I TPO-luciferase reporter, SteadyGlo, 24 h;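 active = mean replicate inhibition at least 60% with every replicate also reaching 60%; inconclusive = only one of the two criteria is met; inactive = mean below 60% and not all replicates reaching 60%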;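 also: luciferase light reporting Pax8 driven TPO promoter activity; plate controls were median of neutral control wells for no effect and mitoxantrone controls for full effect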
DENV2 CPE: DENV2-induced cell death inhibition; CPE inhibition, % at 9.99 µM; actives 1.7% (n = 350,000); AID 651640; DENV2-infected cells, cytopathic effect rescue, plate reader; in the data active = CPE inhibition above about 20%, passing the limit was not always enough; inconclusive = no clear call, values can overlap the other calls; tested in BHK-21 cells;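 also: 0% = median of neutral control wells and 100% = median of positive control wells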
F508del corr: CFTR F508del correction in bronchial cells. actives 0.36% (n = 350,000). CFBE cells, YFP halide quenching; stimulated with forskolin plus potentiator P3; % fluorescence drop versus neutral controls. activity (quench increase), % at 7.58 µM;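 active = mean added fluorescence quench of at least 8% versus neutral control, with both replicates also reaching 8%; inconclusive = only one of the mean or replicate conditions met; inactive = mean below 8% and not both replicates reaching 8%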;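 also: cells transiently co-express mutant CFTR-F508del with the halide-sensitive YFP; corrector assay measuring rescue of mutant channel to the surface after 24 h compound exposure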
FN deposition inh: fibronectin deposition inhibition; AH1F fibroblasts, Alexa488-fibronectin deposition fluorescence, overnight; inhibition, % at 12.6 µM; actives 0.086% (n = 350,000);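 active = mean inhibition across replicates of 30% or more, regardless of how many single replicates reach that level; inconclusive = mean under 30% yet at least half of replicates reach 30%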;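 also: positive control wells lacked labelled fibronectin entirely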
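Measured by – fluorescence 485/525 nm · System – AH1F fibroblast monolayer, labelled fibronectin deposition · Amount – 10000 cells per well · Buffer or medium – serum-reduced DMEM (2% serum) · Doses – single dose, pinned · Also added – fluorescent fibronectin at 24 nM final · Schedule – 1 h cell attachment, overnight exposure to compound and label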
miR-122 sensor: blocks miR-122 activity in Huh7 sensor cells | actives 0.3% (n = 340,000) | activation (reporter increase), % at 12.5 µM | AID 602342 | Huh7 miR-122 Renilla luciferase sensor, 48 h; neutral wells = 0, positive control = 100;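 active = mean replicate activation score at least 90 and every replicate individually at or above 90; inconclusive = only one of the two criteria met; inactive = neither criterion met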;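 also: higher luciferase means less miR-122 activity so hits act as miR-122 inhibitors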
EWS-Fli block: inhibitors of EWS/Fli oncoprotein transcriptional activity; inhibition, % at 12.6 µM; A673 NR0B1-luciferase reporter, viability-normalised; actives 0.67% (n = 350,000); AID 651661;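 active = mean inhibition of at least 50% after viability correction, with every replicate also passing that limit; inconclusive = mean reaches 50% but only one of two replicates passes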;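 also: firefly luciferase signal divided by Alamar Blue viability fluorescence both relative to DMSO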
GSIS activator: primary screen for activators of insulin secretion dependent on glucose, INS-1E cells, GLuc reporter luminescence; INS-1E GLuc reporter insulin secretion, 2-3 h; activation, % at 16.6 µM; AID 743287; actives 0.61% (n = 370,000);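 active = lowest replicate activation of at least 40%, so every replicate reaches that level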;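 also: 0% = median of neutral control wells and 100% = median of IBMX positive control wells; some compounds called inactive have numbers as strong as hits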
* hit, by the source's call; ? = inconclusive; / = no result given; & = joins results of further samples; [ ] = remark or other dose.

Start of the data: the first four entries, to show the layout:
SMILES	PAX8 reporter	DENV2 CPE	F508del corr	FN deposition inh	miR-122 sensor	EWS-Fli block	GSIS activator
O=C(N/N=C/c1cc2c(cc1Br)OCO2)c1c[nH]c2ccccc12	-16	/	/	-1	/	/	-17
Cc1ccsc1/C=N/NC(=O)Cc1cccn1C	5	-10	/	-4	/	-13	/
O=C1CC(c2ccccc2)CC(=O)N1c1ccccc1	10	-3	0.3	-13	-3	1	2
CO[C@H]1CN(C)C(=O)c2ccc(NC(=O)Nc3ccccc3Cl)cc2OC[C@H](C)NC[C@H]1C	/	3	0.2	3	/	-4	-1

This part in full, repeating the preview:
SMILES	PAX8 reporter	DENV2 CPE	F508del corr	FN deposition inh	miR-122 sensor	EWS-Fli block	GSIS activator
O=C(N/N=C/c1cc2c(cc1Br)OCO2)c1c[nH]c2ccccc12	-16	/	/	-1	/	/	-17
Cc1ccsc1/C=N/NC(=O)Cc1cccn1C	5	-10	/	-4	/	-13	/
O=C1CC(c2ccccc2)CC(=O)N1c1ccccc1	10	-3	0.3	-13	-3	1	2
CO[C@H]1CN(C)C(=O)c2ccc(NC(=O)Nc3ccccc3Cl)cc2OC[C@H](C)NC[C@H]1C	/	3	0.2	3	/	-4	-1
COCCn1cnc2c1c(=O)n(CC(=O)c1ccc3c(c1)OCCO3)c(=O)n2Cc1ccccc1	-14	/	-1.8	8	/	-14	12
O=C(CCC(=O)Nc1ccccc1Cl)N/N=C/c1c[nH]c2ccccc12	32	1	-1.2	12	2	12	-18
COc1ccc(NC(=O)N(C)C[C@@H]2Oc3c(NS(=O)(=O)c4cccs4)cccc3C(=O)N([C@@H](C)CO)C[C@@H]2C)cc1	/	-1	0.1	/	-16[16.7 µM]	2	13
COc1ccc(-n2cc3c(-c4cccc(Br)c4)nnc(C)c3n2)cc1	10	-2	1.0	-16	/	22	-8
CCCNC(=O)C[C@H]1CC[C@@H]2[C@@H](COc3ccc(NS(=O)(=O)c4ccccc4C)cc3C(=O)N2C)O1	-6	3	-2.4	-2	-17[16.7 µM]	9	-1
C[C@H](CO)N1C[C@H](C)[C@@H](CN(C)C(=O)Nc2ccc(F)cc2)OCCCC[C@H](C)Oc2ccc(NC(=O)Nc3ccc(F)cc3)cc2C1=O	13	-16	-1.3	8	-2[16.7 µM]	7	13
Cc1ccc(C)c(CN2CCN(c3ncccn3)CC2)c1	8	13	1.0	-6	0	-3	16
O=C(C1=C[C@@H](c2ccc3c(c2)OCO3)C[C@@H](OCc2ccc(CO)cc2)O1)N1CCCCCCC1	-3	-8	-3.3	/	/	-9	/
Cn1cc(Br)c(C(=O)NN2C(=O)C3C4C=CC(C5CC45)C3C2=O)n1 (stereo not given)	-11	20	1.5	-38	/	-8	-20
COc1ccc(NC(=O)Cn2cc(C(=O)C3CC3)c3ccccc32)cc1	3	0	1.3	1	0	0	13
CO[C@H]1CN(C)C(=O)c2cc(NC(=O)C3CCOCC3)ccc2OC[C@H](C)N(CC2CC2)C[C@H]1C	5	4	-0.9	-3	/	17	0
N#Cc1cccc(NC(=O)Cn2cnc(S(=O)(=O)N3CCCCC3)c2)c1	9	-1	3.7	6	1	-1	-7
NC(=O)C(c1ccc(F)cc1)c1ccc(C(=O)c2ccccc2)cc1 (stereo not given)	19	6	-0.6	-5	-15	2	-12
CN1c2ccc(Br)cc2[C@@H]2[C@@H](CCN2C(=O)CN2CCOCC2)[C@H]1CO	-13	/	2.9	-19	-9[16.7 µM]	-18	9
CSc1nc2ccc(S(=O)(=O)N(C)C)cc2s1	-10	/	/	4	-5	/	/
CCCCNCCOc1ccccc1-c1ccccc1	13	/	/	-7	-3	/	5
CO[C@H]1CN(C)C(=O)c2ccc(NC(=O)Nc3cccc(Cl)c3)cc2OC[C@H](C)NC[C@H]1C	13	-7	-1.9	3&13	-8[16.7 µM]	12	-3&-5
O=C(Nc1cccc(Cl)c1)c1ccc(OC(=S)N2CCOCC2)cc1	-151	-2	-2.2	2	/	-95	3
Cc1ncc(CN2CCCC(C(=O)Nc3ccc(-c4ccco4)cc3)C2)n1C (stereo not given)	12	-4	0.5	/	/	/	5
CCC1=NN(C(=O)CCc2ccc3c(c2)OCO3)C(O)(C(F)(F)F)C1 (stereo not given)	5	-5	2.9	-10	2	-3	-5
CC1(C)CC2(CCO1)OC(=O)CC2C(=O)Nc1ccc(Br)cc1 (stereo not given)	3	-7	-3.4	8	-6	10	-3
Remaining list, next part
SMILES	PAX8 reporter	DENV2 CPE	F508del corr	FN deposition inh	miR-122 sensor	EWS-Fli block	GSIS activator
CCN(CC)S(=O)(=O)c1ccc2c(c1)nc(CCC(=O)Nc1ccccc1Cc1ccccc1)n2CC	/	/	/	-3	1	/	-44
C[C@H](CO)N1C[C@H](C)[C@H](CN(C)C(=O)NC2CCCCC2)Oc2ccc(NC(=O)C3CCCCC3)cc2CC1=O	9	2	0.4	/	0[16.7 µM]	-6	-2
O=C(NCCCN=C1NS(=O)(=O)c2ccccc21)c1ccc(F)cc1	3	12	0.5	-1	4	2	0
Cc1cc(OCC(=O)Nn2cnnc2)ccc1Br	/	0	0.7	/	1	18	10
CCN(CCO)c1ccc(Nc2cc(-c3ccc(-c4ccccc4)cc3)ncn2)cc1	-4	2	5.6	-1	-9	-9	/
NS(=O)(=O)c1ccc(CCNC(=O)CCCn2ncn3c(cc4occc43)c2=O)cc1	9	0	1.1	9	-5	/	1
COc1cccc(S(=O)(=O)N(C)C[C@H]2OCc3ccccc3-c3ccccc3C(=O)N([C@H](C)CO)C[C@@H]2C)c1	7	-3	-3.1	-5	/	-8	-23
CC(SC#N)C(=O)C12CC3CC(CC(C3)C1)C2 (stereo not given)	-3	-1	-0.3	0	/	3	6
N#Cc1cc2cc(Cl)ccc2[nH]c1=O	7	-6	-1.1	-8	/	14	21
C=C(C)C(=O)Nc1cccc(C2=NOC3(C2)C[C@@H](C(N)=O)N(C(=O)[C@H]2CCC(=O)N2)C3)c1 (stereo not given in full)	0	/	-0.2	4	1	-4	/
c1ccc2c(c1)CCN(c1nc(CN3CCOCC3)nc3sc4c(c13)CCCC4)C2	3	-2	3.7	-8	-3	5	/
COc1ccc(CCNC(=O)c2cnn3c(C(F)F)cc(C)nc23)cc1OC	2	13	3.1	3	5	-2	29
CC(C)NC(=O)N(C)C[C@@H]1Oc2ccc(NC(=O)Nc3ccc(C(F)(F)F)cc3)cc2CC(=O)N([C@@H](C)CO)C[C@@H]1C	1	-8	-0.7	-6	5[16.7 µM]	-8	-4
COc1ccc2[nH]c(=O)c(C(c3nnnn3CC3CCCO3)N3CCc4ccccc4C3)cc2c1 (stereo not given)	21	/	/	-4	-4	/	0
CC(C)NC(=O)Nc1cccc2c1O[C@H](CN(C)Cc1ccc(Oc3ccccc3)cc1)[C@H](C)CN([C@H](C)CO)C2=O	1	0	-1.2	/	7[16.7 µM]	6	30
CCCOC(=O)c1[nH]c2c(c1C)C(=O)CC(c1ccc(OC)c(OC)c1)C2 (stereo not given)	24	1	2.1	2	/	4	7
Cc1cc(C)cc(N(CC(=O)NC2CCCC2)C(=O)CCC(=O)Nc2nc(C)cs2)c1	16	-2	-0.9	-2	-5	0	3
O=C(/C=C/c1cccnc1)c1ccc(F)c(F)c1	-9	1	1.3	8	/	/	-25
Cc1cc(Cl)ccc1OCCCC(=O)OCC(=O)c1c(N)n(C)c(=O)n(C)c1=O	6	-1	-0.7	2	-4	11	-10
CCCNC(=O)Cn1c(-c2ccc(F)cc2)cc(C(=O)OCC)c1C	16	-3	-0.5	8	/	6	2
O=C(Nc1ccc(S(=O)(=O)N2CCOCC2)cc1)C1CCN(S(=O)(=O)c2ccccc2)CC1	16	-2	0.5	-6	/	7	-19
CC(C)(C)n1nc2c(c1NC(=O)c1cc(Cl)ccc1[N+](=O)[O-])CS(=O)(=O)C2	-15	4	-2.5	11	4	/	9
CC(=O)NC(=S)Nc1cccc([N+](=O)[O-])c1	-6	/	1.6	/	/	-2	-12
C[C@@H](c1ccccc1)N1C[C@@H](COCc2ccccc2)Oc2cc(N3CCC[C@H]3C(N)=O)ccc2S1(=O)=O	38	0	-2.5	2	/	8	-24
CCCn1c(NC(=O)CCS(=O)(=O)c2ccc(C)cc2)nc2ccccc21	10	7	3.4	-2	-1	7	19
More compounds follow:
SMILES	PAX8 reporter	DENV2 CPE	F508del corr	FN deposition inh	miR-122 sensor	EWS-Fli block	GSIS activator
Cc1ccc(C(=O)NCC(c2ccc(F)cc2)N2CCOCC2)cc1 (stereo not given)	33	/	0.1	-10	/	-9	8
COc1cc2c(cc1OC)CN(C(=S)Nc1c(C)cccc1C)CC2	-7	/	/	9	/	/	14
CC(=O)Nc1ccc(NC(=O)COC(=O)[C@@H]2CCCN2C(=O)c2cccs2)cc1	-5	7	4.7	0	-2	0	7
O=C(Nc1ccccc1)C12CC3CC(C1)CC(n1cnc([N+](=O)[O-])n1)(C3)C2	14	/	/	8	-2	/	/
N#C/C(=C\C=C\c1ccccc1)C(=O)N1CCCC1	-22	-1	1.2	-3	-6	-38	-13
Cc1nc2ccccn2c1C(=O)NC1CCCc2ccccc21 (stereo not given)	15	1	-0.9	4	/	-10	6
CC(C)NC(=O)Nc1cccc2c1O[C@@H](CN(C)Cc1ccc(C(=O)O)cc1)[C@H](C)CN([C@H](C)CO)C2=O	-10	?	1.1	0	-3[16.7 µM]	7	18
OCC1(Cc2ccccc2)CCN(Cc2cc3ccccc3o2)CC1	-14	-8	2.8	-9	-3	1	10
COc1ccccc1C#Cc1ccc2c(c1)[C@@H]1[C@@H](CCN1C(=O)c1ccncc1)[C@H](CO)N2	/	-10	2.2	7	/	/	-27
NC(=O)CSc1nnc(NC(=O)c2ccc(Br)o2)s1	18	-4	-1.1	-2	-9	-4	7
C[C@H](CO)N1C[C@H](C)[C@@H](CN(C)C(=O)c2ccncc2)OCc2cnnn2CCCC1=O	11&9	5&-1&-4	0.9&-0.6&-1.9	3&-24	3	0&9&-11	9&11
O=C(Nc1nnc(SCc2ccccc2)s1)c1cccs1	-84	/	/	10	-7	/	/
C=C1[C@@H](O)[C@H](CC(C)C)N(Cc2ccccc2Br)S1(=O)=O	30	13	-6.3	-12	-2	15	45*
N#Cc1cccc(-c2ccc3c(c2)[C@@H]2[C@@H](CCN2S(=O)(=O)c2ccccc2)[C@@H](CO)N3)c1	18	-3	1.7	9	-8[16.7 µM]	1	7
O=C(Nc1cccc(Cl)c1)N1C[C@@H]2[C@H](c3ccccc31)[C@@H](CO)N2C(=O)C1CC1	9	-6	-1.6	22	10[16.7 µM]	2	-12
Cc1ccc(C(=O)C(C)OC(=O)CNC(=O)c2ccc(Br)o2)cc1 (stereo not given)	-5	1	0.6	7	/	-3	-6
Cc1ccc(S(=O)(=O)N[C@H]2CC[C@H](CCn3cc(-c4ccccc4F)nn3)O[C@@H]2CO)cc1	36	-4	-7.6	/	/	6	-13
O=c1c2ccccc2nnn1CCc1ccccc1	-73	8	0.8	/	0	-24	3
CO[C@H]1CN(C)C(=O)c2cc(NC(=O)C3CC3)ccc2OC[C@H](C)N(Cc2cc(F)ccc2F)C[C@H]1C	47	-16	2.0	-6	/	10	-7
CN(Cc1ccccc1)C(=O)COC(=O)c1cc(NS(=O)(=O)c2cccs2)ccc1O	9	-4	0.1	8	/	-16	-5
O=C(Nc1ccc2c(c1)[C@H]1C[C@H](CC(=O)N3CCOCC3)O[C@H](CO)[C@H]1O2)NC1CCCC1	-12	6	-2.1	6	5[16.7 µM]	-3	-3
Cc1ccc(S(=O)(=O)N(C)C[C@H]2Oc3c(NC(=O)CCCCCC(=O)Nc4ccccc4N)cccc3C(=O)N([C@H](C)CO)C[C@H]2C)cc1	-3	-5	-1.7	/	/	-4	-16
Cc1sc2ncnc(OCC(=O)NC(C)C(C)C)c2c1C (stereo not given)	-7	1	7.3	-9	/	-10	3

From PubChem
